# PTAP-TSG101 blk: TSG101-PTAP interaction inhibition, HIV-1 budding. AID 1347069. 44,000 tested, under 10 active. Potency, µM (series often up to 115 µM), for inactives: at the top dose activity change, negative = inhibition, actives largely listed as inhibitors. Q99816. Fluorescence polarization, FITC-PTAP peptide/Tsg101, 20 min; also: potency is read from the fitted curve at half-maximal effect; 0% is about no effect
#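 Fluorescence polarization binding of Tsg101 binding domain (10 uM final) to FITC-labeled PTAP-motif peptide (50 nM final) in HEPES pH 7.5/NaCl/Tween 20/EDTA/TCEP buffer; 20 min at r.t. Actives by curve class, <25 µM, efficacy <60% inhibition.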
# p53null 32C kill: p53 null cell cytotoxicity, permissive temperature; H1299-neo p53 null cells, ATP luminescence, 24 h, 32C; Potency, µM (top dose mostly 46.1 µM), for the others: at the top dose activity change, negative = cytotoxicity, hits mostly cytotoxic; hit rate 0.62% among 55,000; AID 903;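 also: potency is read from the fitted curve at half-maximal effect; 0% = DMSO only and -100% = full killing by 100 µM tamoxifen; nearly all actives have a fitted effect of over 55% in size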
#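 Cytotoxicity: H1299-neo (no p53), 32C, 24 h treatment. Concentrations up to 46 uM. Readout cellular ATP, luminescence. Normalization to DMSO basal and tamoxifen 100 uM maximal kill.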
# p53null 39C kill: selectivity test: cytotoxicity in p53 null cells, nonpermissive temperature. H1299 p53-null (neo) cells, 39C, ATPlite viability, 24 h. hit rate 0.97% among 55,000. AID 904. Potency, µM (series often up to 46.1 µM), inactives show at the highest dose activity, negative = cell killing, usual class: cytotoxic;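 also: potency is read from the fitted curve at half-maximal effect; 0% = DMSO only and -100% = full killing by 100 µM tamoxifen; nearly all actives have a fitted effect of over 50% in size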
#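 Temperature-shift cytotoxicity format: compound titrations on p53-null or A138V-expressing H1299 cells held 24 hr at 39C, cell ATP then measured, AC50 from Hill model.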
# FH mod: Identification of activators of human fumarate hydratase by quantitative high-throughput screening | FH coupled MDH/diaphorase resazurin fluorescence, 15 min | Potency, µM (highest dose often 79.9 µM), for the others: at the highest dose activity change, negative = inhibition, most hits filed as inhibitors | hit rate 0.22% among 54,000 | AID 1347055, 2019; also: potency is read from the fitted curve at half-maximal effect; % is scaled to controls: 0 for no effect and ±100 for the full control effect; the screen sought activators but most active calls are inhibition curves; nearly all actives have a fitted effect of over 45% in size
# GALK inhibitor: GALK (human) enzyme inhibition. P51570. recombinant GALK, Kinase-Glo ATP luminescence, 1 h. 44,000 tested, under 10 active. Potency, µM (doses to about 57.5 µM), without a hit: top-dose activity, negative = inhibition, actives largely listed as inhibitors;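 also: plate controls were full GALK reaction for no effect and reaction lacking GALK for full effect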
# Target sequence (P51570 whole entry, looked up): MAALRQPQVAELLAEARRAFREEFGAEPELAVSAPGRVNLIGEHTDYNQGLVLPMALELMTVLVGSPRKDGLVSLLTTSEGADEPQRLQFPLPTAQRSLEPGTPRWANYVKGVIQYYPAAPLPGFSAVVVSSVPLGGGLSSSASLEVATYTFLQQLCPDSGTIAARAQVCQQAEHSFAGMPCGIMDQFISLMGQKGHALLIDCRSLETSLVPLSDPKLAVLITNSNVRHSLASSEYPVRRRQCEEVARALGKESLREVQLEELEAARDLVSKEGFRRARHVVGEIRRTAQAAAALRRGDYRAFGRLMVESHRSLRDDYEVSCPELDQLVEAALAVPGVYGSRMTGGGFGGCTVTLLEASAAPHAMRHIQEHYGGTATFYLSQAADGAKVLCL
#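 5 nM GALK; 35 uM ATP; 100 uM D-galactose; 20 mM HEPES pH 8.0, 5 mM MgCl2, 60 mM NaCl, 1 mM DTT, 0.01% BSA; 1 h RT; Kinase-Glo Plus luminescence.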
# NTMT1 inh: blocks human N-terminal methyltransferase 1 activity | hit rate 2.5% among 59,000 | Q9BV86 | Potency, µM (highest dose often 114 µM), for the others: at the top dose activity change, negative = inhibition, most hits filed as inhibitors | AID 1645870 | NTMT1 MTase-Glo SAH luminescence, purified enzyme;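 also: potency is read from the fitted curve at half-maximal effect; plate controls were DMSO vehicle for no effect and no enzyme for full effect; nearly all actives have a fitted effect of over 65% in size; many of its hits are not listed in these tables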
# Target sequence (Q9BV86 whole entry, looked up): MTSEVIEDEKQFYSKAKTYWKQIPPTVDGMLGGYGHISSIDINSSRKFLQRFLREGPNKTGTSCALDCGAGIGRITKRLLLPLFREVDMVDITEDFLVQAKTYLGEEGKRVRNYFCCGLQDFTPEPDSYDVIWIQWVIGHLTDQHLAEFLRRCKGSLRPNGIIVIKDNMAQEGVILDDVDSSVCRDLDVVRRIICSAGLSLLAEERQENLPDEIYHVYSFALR
# B2AR arrestin ag: ADRB2 beta-arrestin recruitment; P07550; HTLA Tango cells, beta-arrestin recruitment, luciferase luminescence, 18 h; Potency, µM (top dose mostly 46.1 µM), inactives show at the highest dose activation, actives largely listed as activators; 44,000 tested, under 10 active; AID 1347077;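 also: potency is read from the fitted curve at half-maximal effect; 0% = DMSO and full agonism = EC100 isoproterenol or metaproterenol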
# Target sequence (P07550 whole entry, looked up): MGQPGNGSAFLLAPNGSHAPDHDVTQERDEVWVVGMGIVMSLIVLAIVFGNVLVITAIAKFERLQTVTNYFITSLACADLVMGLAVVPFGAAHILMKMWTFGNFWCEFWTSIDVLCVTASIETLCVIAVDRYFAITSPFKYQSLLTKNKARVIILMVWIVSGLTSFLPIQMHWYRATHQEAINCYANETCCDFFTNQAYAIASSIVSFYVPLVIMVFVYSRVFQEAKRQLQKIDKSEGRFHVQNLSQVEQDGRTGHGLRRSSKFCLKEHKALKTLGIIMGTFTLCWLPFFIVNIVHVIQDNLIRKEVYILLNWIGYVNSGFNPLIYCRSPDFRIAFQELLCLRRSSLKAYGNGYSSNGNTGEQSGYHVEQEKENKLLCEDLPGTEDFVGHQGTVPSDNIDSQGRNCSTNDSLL
#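 First, Tango cells carrying beta2-AR and beta-arrestin fusions received compound up to 46 microM. After 18 hr at 37 degrees C, luciferase substrate was added for 15 minutes, then luminescence gave %Activity for curve fitting.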
# Active calls of the source: *; ? = inconclusive; · = not tested or not shown; [ ] = dose if it differs, or a comment. Calls follow the shape of the dose curve; as a rule, active = well fitted curve in the direction sought with a large enough effect; inconclusive = small, poorly fitted or top-dose-only effect, or another doubt; inactive = no such curve, though single readings can be large; an effect the other way counts as inactive or inconclusive. The list is partial; count on the stated rates, not on these rows.
SMILES,PTAP-TSG101 blk,p53null 32C kill,p53null 39C kill,FH mod,GALK inhibitor,NTMT1 inh,B2AR arrestin ag
Cc1cc(C)cc(N2CCn3c2nc2c3c(=O)n(Cc3c(F)cccc3Cl)c(=O)n2C)c1,0%,1%,-28%,6%,-3%,2%,1%
Cc1c(Cl)cccc1NC(=O)CCn1cnnn1,0%,11%,-8%,4%,2%,2%,0%
Cc1ccc(NC(=O)CCCn2c(=O)c3cccn3c3ccccc32)cc1C,-2%,17%,?,-11%,2%,7%,1%
O=C(Nc1cccc(-c2cn3cccnc3n2)c1)c1cc(Br)ccc1Cl,-2%,1%,24%,-1%,0%,8%,0%
CC1CCCCN1C(=O)CN1CCSc2ccccc21 (configuration not stated),-1%,-2%,-20%,-25%,4%,-2%,0%
O=C(c1ccco1)n1nc(-c2ccc(Cl)cc2)nc1NCc1ccccc1,-5%,22%,-13%,-7%,0%,-1%,-1%
Cc1cccc(NC(=O)C(=O)NCCc2sc(-c3ccccc3)nc2C)c1C,1%,1%,8%,-9%,-8%,39%[activator],0%
COc1ccc(NC(=O)CSc2c3c(nc4ccc(Cl)cc24)CCCC3)cc1Cl,2%,12%,21%,-15%,8%,-2%,1%
O=c1cc(-c2ccccc2)n2c(SCc3cccc([N+](=O)[O-])c3)nnc2[nH]1,0%,3%,-2%,-27%,-1%,-5%,-3%
CN1CCN(CCCNC(=O)Cn2c(-c3cccs3)cc3ccccc32)CC1,-3%,1%,-5%,8%,0%,-15%,1%
COc1cccc(-c2cc(C(=O)Nc3ccc4c(c3)OCO4)no2)c1,0%,16%,-16%,·,0%,·,0%
Cc1ccc(C)c(CN2C(=O)C3(c4ccccc42)N(c2cccc(C(F)(F)F)c2)C(=O)CS3(=O)=O)c1 (configuration not stated),17%,2%,-7%,-23%,-4%,7%,1%
Cc1ccc(CSc2nc3cc(C(=O)NC4CCCC4)ccc3c(=O)n2Cc2ccccc2)cc1,-4%,-2%,2%,2%,2%,-16%,0%
Cc1cccc(NC(=O)CSc2ncc3c(n2)-c2cc(Cl)ccc2N(C)S3(=O)=O)c1C,-1%,1%,-1%,-4%,1%,7%,0%
Cc1ccc(C)c(N2CCN(C(c3ccc(F)cc3)c3nnc(-c4ccccc4)o3)CC2)c1 (configuration not stated),-9%,7%,3%,-15%,2%,1%,-2%
COc1ccc2c(c1)sc1ncc(C(=O)NCc3ccccc3F)c(=O)n12,1%,-7%,-7%,1%,-10%,1%,1%
CC(Oc1ccccc1)C(=O)Nc1ccccc1C(=O)OCc1cc(=O)n2nc(C3CC3)sc2n1 (configuration not stated),1%,-6%,3%,1%,0%,10%,1%
Cc1ccc(C(=O)Nc2ccc(S(=O)(=O)N(Cc3ccccc3)c3ccccc3)cc2)cc1,1%,11%,-10%,-19%,0%,13%,-4%
O=S(=O)(NCCS(=O)(=O)N1CCN(c2ccccc2)CC1)c1ccccc1,7%,-2%,-14%,4%,1%,8%,0%
COc1ccc(CNC(=O)c2ccc3nc(CCc4ccccc4)oc3c2)cc1,1%,8%,2%,-8%,0%,4%,0%
COC(=O)CC(=O)CSc1nc2cc(C(=O)NC(C)C)ccc2c(=O)n1CCc1ccccc1,8%,-2%,-22%,-8%,-1%,9%,-1%
Cc1ccc(Cn2c(CNS(=O)(=O)c3cccc([N+](=O)[O-])c3)nc3cccnc32)cc1,0%,-12%,-8%,12%,0%,18%,-1%
CCc1nn(CCCC(=O)N2CCN(c3cccc(OC)c3)CC2)c(=O)c2cc3occc3n12,-4%,7%,-5%,1%,1%,-13%,-3%
CN(C)S(=O)(=O)N1CCC(N2CCN(Cc3ccc(F)cc3)C(=O)C2=O)CC1,0%,0%,-10%,·,4%,·,2%
CNS(=O)(=O)c1cn(CC(=O)N2CCN(c3ccccc3OC)CC2)cc1S(=O)(=O)NC,0%,-2%,16%,0%,2%,16%,-1%
COc1ccccc1N1CCN(C(=O)C2CCN(S(=O)(=O)c3c(C)noc3/C=C/c3ccc(C)cc3)CC2)CC1,0%,8%,-10%,-18%,-1%,5%,0%
COc1ccccc1OCCn1c(NC(=O)c2ccccc2)nc2ccccc21,3%,7%,-3%,7%,-2%,3%,5%
Fc1ccc(-c2noc3ncnc(NCC4CCN(Cc5ccc(Cl)cc5)CC4)c23)cc1,0%,4%,-5%,-24%,2%,-21%,0%
COc1ccc(CNC(=O)CCc2c(C)nc3c(c2C)c(=O)n(C)c(=O)n3C)cc1,-6%,6%,-16%,3%,-1%,10%,-1%
CC(=O)N1CCc2c(sc3c2c(=O)n(-c2ccc(C)cc2)c(=O)n3Cc2c(F)cccc2Cl)C1,-4%,-8%,-14%,-11%,1%,12%,0%
Cc1ccc(-n2cc(-c3ccccc3)c3c(N4CCC(C)CC4)ncnc32)cc1Cl,-6%,2%,0%,-9%,-6%,3%,0%
CC1CCCN(CCCNC(=O)c2cn(C)c3ccc(S(=O)(=O)N(C)C4CCCCC4)cc3c2=O)C1 (configuration not stated),-1%,5%,1%,-2%,0%,?,1%
CCc1ccccc1NC(=O)C1CCN(c2nn3c(=O)cc(C)nc3s2)CC1,-2%,7%,-17%,2%,2%,0%,-3%
O=C(Cn1ncc2c3ccccc3n(Cc3ccc(Cl)cc3)c2c1=O)N1CCCCCC1,50%[activator],12%,-11%,-16%,-1%,24%,-3%
CCOC(=O)c1cccc(NC(=O)c2cc3cc4cc(OC)ccc4nc3s2)c1,2%,-4%,7%,-1%,-8%,-9%,-2%
Cc1ccc2cc3c(N)nn(C(=O)c4cccc(F)c4)c3nc2c1,-1%,-6%,-10%,-7%,3%,-3%,0%
Cc1ccc(/C=C/c2onc(C)c2S(=O)(=O)N2CCC(C(=O)N(CCC(C)C)Cc3ccco3)CC2)cc1,-3%,-4%,2%,-19%,-1%,1%,1%
CCC1CCCCN1S(=O)(=O)c1cc(C(=O)Nc2ccc(C)c(F)c2)ccc1F (configuration not stated),-1%,36%[activator],12%,?,1%,5%,-1%
COc1ccc(NC(=O)Nc2nnc(N3CCCC3)s2)cc1,0%,-1%,-21%,-6%,-2%,4%,-2%
COCc1cc(C)n(CC(=O)Nc2cccc(C(C)=O)c2)c(=O)c1C#N,-1%,5%,-25%,3%,8%,-17%,-2%

# An excerpt from above in order of count of non-hydrogen atoms, largest number first:
SMILES,PTAP-TSG101 blk,p53null 32C kill,p53null 39C kill,FH mod,GALK inhibitor,NTMT1 inh,B2AR arrestin ag
CC1CCCN(CCCNC(=O)c2cn(C)c3ccc(S(=O)(=O)N(C)C4CCCCC4)cc3c2=O)C1 (configuration not stated),-1%,5%,1%,-2%,0%,?,1%
CCc1ccccc1NC(=O)C1CCN(c2nn3c(=O)cc(C)nc3s2)CC1,-2%,7%,-17%,2%,2%,0%,-3%
COCc1cc(C)n(CC(=O)Nc2cccc(C(C)=O)c2)c(=O)c1C#N,-1%,5%,-25%,3%,8%,-17%,-2%
Cc1ccc2cc3c(N)nn(C(=O)c4cccc(F)c4)c3nc2c1,-1%,-6%,-10%,-7%,3%,-3%,0%

# Further structures:
SMILES,PTAP-TSG101 blk,p53null 32C kill,p53null 39C kill,FH mod,GALK inhibitor,NTMT1 inh,B2AR arrestin ag
Cc1ccccc1Cn1nnc2c(=O)[nH]c(C3CCN(C(=O)c4ccccc4Cl)CC3)nc21,-8%,-1%,-15%,-17%,5%,-3%,1%
COc1ccc(CCNc2oc(/C=C/c3ccc(OC)c(OC)c3)nc2C#N)cc1,-5%,-4%,-10%,?,9%,4%,-1%
CC(=O)c1ccc(N2CCN(S(=O)(=O)c3cc4[nH]c(=O)c(=O)[nH]c4cc3C)CC2)cc1,-4%,-4%,-5%,?,?,-6%,1%
CCn1cc(C(=O)NCCc2ccccc2)c(=O)c2cc(S(=O)(=O)N(C)C3CCCCC3)ccc21,-10%,22%,12%,?,-2%,5%,0%
Cc1ccc(C(=O)Nc2ccc(C(=O)O)cc2)cc1S(=O)(=O)Nc1ccccc1,-1%,-3%,-2%,-1%,0%,0%,0%
CCOc1ccc(NC(=O)c2cc(S(=O)(=O)N3CCC(C)CC3)cn2C)cc1,-1%,-2%,8%,-3%,-1%,?,0%
CCOc1ccc(C2CC(=O)n3nc(-c4ccc(C)cc4)nc3S2)cc1 (configuration not stated),0%,1%,9%,2%,-2%,18%,0%
CCOc1cc(C2C(C(N)=O)=C(C)Nc3ncnn32)cc(Br)c1O (configuration not stated),0%,-3%,-1%,1%,0%,-6%,-1%
Cc1ccc(Cl)cc1NC(=O)CN1C(=O)c2ccccc2Sc2ncccc21,-1%,-1%,-2%,-5%,5%,-16%,7%
Cc1cc(C)cc(N2CCn3c2nc2c3c(=O)n(C/C=C/c3ccccc3)c(=O)n2C)c1,-4%,3%,12%,-11%,4%,3%,2%
COc1ccc(NC(=O)c2c(NC(=O)c3ccc(Br)cc3)sc3c2CCCC3)cc1,5%,-9%,-10%,?,0%,-21%,0%
CCOC(=O)c1nnn(C(CC)C(=O)Nc2ccc(F)cc2)c1C(=O)OCC (configuration not stated),-1%,-2%,3%,-12%,1%,12%,0%
CCOc1ccc(-c2nonc2NC(=O)c2oc3ccc(C)cc3c2C)cc1OCC,0%,-1%,-5%,8%,-1%,8%,1%
CC1CCCCN1Cc1c(O)ccc2c(=O)c(-c3ccccc3)coc12 (configuration not stated),1%,18%,-4%,-2%,-1%,14%,1%
Cc1cc(Nc2cccc(Cl)c2)nc2ccc(NC(=O)c3ccc(F)cc3Cl)cc12,3%,-5%,-9%,-22%,0%,7%,-1%
CC1CCN(S(=O)(=O)c2ccc3nc(Nc4cccc(F)c4)ccc3c2)CC1,-6%,47%[activator],?,?,-1%,0%,0%
Cc1cc(C)c(NC(=O)C(C)n2nnc3sc4c(c3c2=O)CCCC4)c(C)c1 (configuration not stated),-7%,-1%,-3%,0%,-1%,16%,-1%
Cc1nn(CC(=O)NCCc2ccc(Cl)cc2)c(=O)c2cc3cc(F)ccc3n12,0%,-6%,-26%,·,-3%,·,6%
COc1ccc(-c2nsc(NC(=O)c3cccc(OC)c3)n2)cc1,2%,4%,-16%,-6%,-1%,4%,-1%
CCOc1ccc(OCC)c(NS(=O)(=O)c2cc(-c3cnc(C)o3)ccc2OC)c1,-12%,20%,-12%,-11%,-2%,-2%,0%
CCOC(=O)c1c(-c2ccccc2)oc2ccc(NS(=O)(=O)c3ccccc3)cc12,0%,89%[activator],81%[activator],·,1%,·,-1%
Cc1ccc(NC(=O)N2CCN(Cc3nc4ccc(C)cc4o3)CC2)c(Cl)c1,-7%,0%,-9%,7%,0%,-5%,0%
CCOc1ccc(/C=C/C(=O)Nc2ccc3nc(N(CC)CC)cc(C)c3c2)cc1OC,-1%,6%,3%,?,5%,-5%,-1%
